# S-ASM inh: Inhibitors of Secretory Acid Sphingomyelinase (S-ASM): qHTS | Sphingomyelin phosphodiesterase (Homo sapiens), P17405 | placental ASM, HMU-PC fluorogenic substrate, 60 min | Potency, µM (series often up to 57.5 µM), inactives show at the highest dose activity change, negative = inhibition, most hits filed as inhibitors | 340,000 tested, 0.006% active; also: potency is read from the fitted curve at half-maximal effect
#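 Steps: dispense placental human ASM, pin compound, wait 10 min at room temperature, add HMU-PC0 substrate at 9 uM final, incubate 60 min at 37 °C, add stop solution raising pH to 10, read fluorescence.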
# KCNH2 WT inh: qHTS for Inhibitors of KCHN2 3.1: Wildtype qHTS. U2OS, BacMam KCNH2, thallium flux FluxOr; hits give low values. activity change, % at 1.84 µM. 340,000 tested, 0.37% active. AID 720551, 2013;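 active = maximum activity change below -70%; inconclusive = maximum activity change between -70% and -50%; inactive = maximum activity change above -50%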; also: % is scaled to controls: 0 for no effect and ±100 for the full control effect
#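 U2OS cells transduced with wild-type KCNH2 virus are loaded with FluxOr dye for 45 min, and thallium flux is measured in kinetic reads before and after stimulation buffer. Rate constants are normalized to DMSO controls.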
# Eya2 inh: qHTS Assay for Inhibitors of the Phosphatase Activity of Eya2 | 330,000 tested, 0.006% active | Protein phosphatase EYA2 (Homo sapiens), O00167 | Potency, µM (top dose mostly 76.9 µM), for the others: at the highest dose activity, negative = inhibition, hits mostly inhibitors | AID 488837, 2010 | recombinant Eya2, OMFP fluorescence dephosphorylation (OMFP is methylfluorescein phosphate); also: potency is read from the fitted curve at half-maximal effect; % is scaled to controls: 0 for no effect and ±100 for the full control effect
# Target sequence (O00167 whole entry, looked up): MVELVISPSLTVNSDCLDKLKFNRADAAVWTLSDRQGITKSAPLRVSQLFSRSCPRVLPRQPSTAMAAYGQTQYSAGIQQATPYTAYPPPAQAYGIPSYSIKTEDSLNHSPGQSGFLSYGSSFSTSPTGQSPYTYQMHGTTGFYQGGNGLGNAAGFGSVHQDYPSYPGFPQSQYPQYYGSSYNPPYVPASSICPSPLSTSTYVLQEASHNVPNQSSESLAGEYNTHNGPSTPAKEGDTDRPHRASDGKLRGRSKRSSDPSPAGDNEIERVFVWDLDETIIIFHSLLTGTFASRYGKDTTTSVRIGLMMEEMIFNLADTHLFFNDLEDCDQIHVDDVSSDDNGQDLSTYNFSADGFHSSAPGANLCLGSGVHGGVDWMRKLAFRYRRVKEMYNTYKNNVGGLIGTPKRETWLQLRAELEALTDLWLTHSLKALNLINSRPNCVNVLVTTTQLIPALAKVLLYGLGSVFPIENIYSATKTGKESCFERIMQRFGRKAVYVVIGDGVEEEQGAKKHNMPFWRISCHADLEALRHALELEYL
#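 Eya2 (0.2 uM) preincubated 10 min at ambient with compound, then OMFP substrate added at 50 uM; 10 min reaction in 50 mM HEPES pH 7.5, 50 mM NaCl, 5 uM MgCl2, 0.05% BSA, 1 mM DTT. Fluorescence read at Ex 485/Em 525 nm.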
# GALK inhibitor: qHTS Assay for Inhibitors of Human Galactokinase (GALK); Purified GALK, Kinase-Glo residual ATP luminescence; 270,000 tested, 0.007% active; Potency, µM (doses to about 57.5 µM), for the others: at the highest dose activity change, negative = inhibition, most hits filed as inhibitors; also: potency is read from the fitted curve at half-maximal effect; % is scaled to controls: 0 for no effect and ±100 for the full control effect
#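 The enzyme phosphorylates galactose (100 uM) using ATP (35 uM); inhibition is detected as higher residual ATP, quantified by bioluminescence after 1 h reaction at room temperature, pH 8.0.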
# PKM2 act: qHTS Assay for Activators of Human Muscle isoform 2 Pyruvate Kinase; purified PKM2, Kinase-Glo ATP luminescence, activation; response scale: 0% is enzyme alone, no compound; Pyruvate kinase PKM (Homo sapiens), P14618; Potency, µM (highest dose often 57.5 µM), for inactives: top-dose activation, usual class: activators; 260,000 tested, 0.34% active; also: potency is read from the fitted curve at half-maximal effect; % is scaled to controls: 0 for no effect and ±100 for the full control effect; nearly all actives have a fitted effect of over 55% in size
#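 Kinase-Glo luminescence reports ATP generated from ADP (0.1 mM) and PEP (0.5 mM) by purified hPK-M2 after 1 h at room temperature, pH 7.2 imidazole buffer; intermediate enzyme activity allows detecting inhibitors and activators.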
# Chronic BCR inh: qHTS Assay to Find Inhibitors of Chronic Active B-Cell Receptor Signaling; ABC-DLBCL IkBa-CBG/CBR reporter, luminescence ratio, 4 h; Potency, µM (highest dose often 46.1 µM), without a hit: at the highest dose ratio change, negative = lower green/red ratio, hits mostly inhibitors; 340,000 tested, 0.05% active; active = well fitted inhibition curve with a large enough effect in the signal ratio, with a control signal flat, not every such curve was filed as active; inconclusive = small, poorly fitted or top-dose-only effect, or effect the other way, or a change in a side signal; the % refers to the signal ratio;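 also: potency is read from the fitted curve at half-maximal effect; plate controls were basal doxycycline-induced cells for no effect and cells given 10 µM MG132 for full effect; MG132 reads +100%, hits lower the ratio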
#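 Concentration-response series (up to 46 uM) were applied to TMD8 dual-reporter cells for 4 h at 37C with doxycycline. Green/red ratio, after filter-overlap correction, defined %Activity; red signal alone was normalised to basal cells and zero luminescence.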
# TSHR antag: Antagonists of the Thyroid Stimulating Hormone Receptor: HTS campaign; TSHR-expressing cells, TSH-stimulated cAMP HTRF, 2 h; hits give low values; activity change, negative = inhibition, % at 11.5 µM; AID 504810, 2011; 330,000 tested, 0.2% active;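 active = activity change below a set negative limit, meaning inhibition stronger than a set level, cut at about -70% in these data; inconclusive = activity change between two set negative limits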; also: % is scaled to controls: 0 for no effect and ±100 for the full control effect
#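 TSHR-expressing cells, 200/well, pre-treated with compound, then stimulated with EC80 TSH (4nM final) for 2 hours at 37 deg C. cAMP measured by competitive HTRF: anti-cAMP cryptate antibody in lysis buffer plus cAMP-d2, read after 30 minutes at room temperature.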
# MBNL1-CUG inh: qHTS Assay for Inhibitors of MBNL1-poly(CUG) RNA binding; Muscleblind-like protein 1 (Homo sapiens), Q9NR56; TR-FRET MBNL1-His/biotin-(CUG)12 binding, 665/545 ratio; Potency, µM (series often up to 57.5 µM), for inactives: top-dose activity change, negative = inhibition, most hits filed as inhibitors; 280,000 tested, 0.036% active; AID 2675, 2010; active = well fitted inhibition curve with a large enough effect in the signal ratio, with a control signal flat, not every such curve was filed as active; inconclusive = small, poorly fitted or top-dose-only effect, or effect the other way, or a change in a side signal; inactive = no such curve, though single readings can be large or run the other way; the % refers to the signal ratio; also: potency is read from the fitted curve at half-maximal effect; % is scaled to controls: 0 for no effect and ±100 for the full control effect
# Target sequence (Q9NR56 whole entry, looked up): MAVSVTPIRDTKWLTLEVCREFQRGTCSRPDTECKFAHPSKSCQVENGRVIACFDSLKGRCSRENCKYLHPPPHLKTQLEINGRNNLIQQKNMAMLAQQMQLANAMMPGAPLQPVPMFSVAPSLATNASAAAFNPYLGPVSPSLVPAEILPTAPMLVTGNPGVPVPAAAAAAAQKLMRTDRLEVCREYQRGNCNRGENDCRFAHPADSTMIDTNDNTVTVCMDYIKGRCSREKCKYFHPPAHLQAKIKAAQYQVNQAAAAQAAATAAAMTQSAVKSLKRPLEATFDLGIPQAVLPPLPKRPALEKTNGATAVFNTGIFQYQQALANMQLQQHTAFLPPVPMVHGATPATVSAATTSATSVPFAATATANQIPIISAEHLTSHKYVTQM
#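 Compound titration spanned 92 nM–58 uM against the MBNL1-His/biotin-(CUG)12 complex. After 60 min at room temperature with 5 nM streptavidin-XL665 and 0.055 ng/ul terbium anti-His, ratiometric 665/545 nm emission (Ex 340 nm) normalized to controls.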
# USP2a inh: qHTS Assay for Inhibitors of Ubiquitin-specific Protease USP2a Using CHOP2 as the Reporter; Ubiquitin carboxyl-terminal hydrolase 2 (Homo sapiens), O75604; 330,000 tested, 0.01% active; USP2 core, Ub-CHOP2 coupled fluorogenic reporter, 485/531; Potency, µM (titrated, usually from 38.3 µM), inactives show at the top dose activity change, negative = inhibition, most hits filed as inhibitors;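 also: potency is read from the fitted curve at half-maximal effect; plate controls were DMSO wells for no effect and full inhibition by NEM control for full effect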
#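 USP2 core (10nM final) preincubated 30min RT with compound in 20mM Tris-HCl pH 8.0, 2mM CaCl2, 2mM beta-mercaptoethanol, 0.05% CHAPS; 25nM Ub-CHOP2 plus 25nM reporter substrate added, fluorescence (Ex485/Em531) read after 60min.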
# Menin MLL FP TR: qHTS Assay for Inhibitors Targeting the Menin-MLL Interaction in MLL Related Leukemias: Competition With Texas Red Labeled MLL-derived Mutant Peptide; O00255; 270,000 tested, 0.23% active; Potency, µM (top dose mostly 61.6 µM), for inactives: top-dose FP activity change, negative = inhibition, actives largely listed as inhibitors; Menin + Texas Red MLL mutant peptide, fluorescence polarization; active = well fitted inhibition curve with a large enough effect in the polarisation, with a control signal flat, not every such curve was filed as active; inconclusive = small, poorly fitted or top-dose-only effect, or effect the other way, or a change in a side signal; inactive = no such curve, though single readings can be large or run the other way; the % refers to the polarisation; also: potency is read from the fitted curve at half-maximal effect; % of control where 0% means no effect; many of its hits are not listed in these tables
# Mito fusion act: qHTS Assay for Small Molecule Inhibitors of Mitochondrial Division or Activators of Mitochondrial Fusion. S. cerevisiae fusion-defective mutant growth rescue, CellTiterGlo 48 h. Potency, µM (top dose mostly 46.1 µM), without a hit: at the top dose growth rescue (activation), usual class: activators. 320,000 tested, 0.23% active;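 also: potency is read from the fitted curve at half-maximal effect; % of control where 0% means no effect; nearly all actives have a fitted effect of over 45% in size; temperature-sensitive fusion mutants such as fzo1-1 at 37 °C on non-fermentable ethanol glycerol medium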
#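 Yeast fusion mutant, YPEG (non-fermentable carbon), compound, 48 h at 37C non-permissive; CellTiterGlo added, 10 min RT, luminescence read. Rescued growth = division inhibition.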
# * marks the source's active call; other numbers are inactive results; i = inactive; ? = inconclusive; . = not tested or not shown; [ ] = another dose, or the depositor's remark. Unless noted, calls follow the shape of the dose curve; as a rule, active = well fitted curve in the direction sought with a large enough effect; inconclusive = small, poorly fitted or top-dose-only effect, or another doubt; inactive = no such curve, though single readings can be large; an effect the other way counts as inactive or inconclusive. These rows are one share of the data. The share of hits here may be higher or lower than overall.
SMILES,S-ASM inh,KCNH2 WT inh,Eya2 inh,GALK inhibitor,PKM2 act,Chronic BCR inh,TSHR antag,MBNL1-CUG inh,USP2a inh,Menin MLL FP TR,Mito fusion act
O=C(OCC(=O)N1CCCC1)c1c(Cl)cccc1Cl,-4%,1,-13%,-1%,-9%,-15%,-7,-1%,2%,-6%,2%
CC1Cc2ccccc2N1C(=O)C1CCN(S(=O)(=O)Cc2ccccc2)CC1 (configuration not stated),0%,3,8%,6%,3%,?,3,-1%,0%,-3%,-1%
CC(=O)OC1OCCOC1NC(=S)Nc1ccc(C)cc1 (configuration not stated),1%,.,10%,1%,-24%,5%,-7,11%,1%,-2%,-1%
CCc1nc(SCC(=O)NCCc2ccccc2)n[nH]1,4%,-1,1%,-3%,-3%,?,1,13%,2%,11%,-3%
CCOC(=O)CSc1nc2sc(C(=O)O)c(C)c2c(=O)[nH]1,0%,4,8%,4%,-19%,?,13,2%,1%,-12%,1%
CC1CCC(NC(=O)c2ccc(COc3ccccc3)o2)CC1 (configuration not stated),-6%,-4,-24%,.,.,1%,2,.,-3%,.,3%
CCc1c(C)[nH]c2nc3ccccc3n2c1=O,8%,-3,-6%,1%,4%,?,-10,9%,2%,3%,8%
S=C(Nc1ccccc1)N1CCN(C(=S)c2ccccc2)CC1,5%,1,3%,2%,?,?,-3,-7%,-1%,17%,-3%
COc1ccc(Br)cc1C(=O)Nc1nnn(C)n1,4%,-23,1%,-1%,1%,5%,-5,0%,3%,.,6%
CC1CCN(S(=O)(=O)c2ccc(NC(=O)CN3CCN(c4ccccc4)CC3)cc2)CC1,2%,9,7%,0%,2%,-7%,2,-2%,-2%,15%,-2%
CC(NCc1ccccc1Cl)C(=O)Nc1ccc(C#N)cc1 (configuration not stated),4%,31,16%,12%,0%,-5%,-1,-5%,0%,6%,6%
O=C(NC(c1ccc(Cl)cc1)c1c(O)ccc2ccccc12)c1ccccc1 (configuration not stated),-9%,-6,2%,0%,3%,?,-19,.,2%,?,19%
CCCC(=O)NC(Nc1ccc(S(=O)(=O)Nc2ncccn2)cc1)(C(=O)OCC)C(F)(F)F (configuration not stated),2%,0,11%,0%,-1%,-8%,-1,-7%,0%,28%,1%
CCc1nc(N2CCCCC2C)c2oc3ccccc3c2n1 (configuration not stated),-8%,-17,.,-3%,1%,.,.,4%,.,-16%,?
FC(F)(F)C(F)(F)c1nnc2ccc(-n3ccnc3)nn12,0%,-8,-5%,-1%,2%,10%,-25,10%,2%,-1%,4%
COc1cccc(NC(=O)CCS(=O)(=O)c2cc3c(cc2Cl)NC(=O)CO3)c1,0%,-15,2%,1%,.,-1%,-2,6%,1%,.,0%
COc1ccc(C(=O)c2sc3nc(C)cc(-c4cccs4)c3c2N)cc1,-7%,-6,-22%,1%,-18%,2%,33,.,2%,-1%,25%
O=C(OCC(=O)N(Cc1ccccc1)Cc1ccccc1)c1ccccc1NCCO,i,2,-15%,.,.,-5%,0,.,0%,.,?
O=C(Nc1ccc(Cl)cc1)C1CCCCN1S(=O)(=O)c1ccccc1 (configuration not stated),0%,11,5%,.,.,4%,6,.,1%,.,.
CCCN1CCN(C(=O)C(NC(=O)c2ccco2)C(C)C)CC1 (configuration not stated),2%,-3,12%,1%,-1%,1%,-2,-9%,0%,-2%,-6%
CCOCCOCCC(C(=O)OCC)P(=O)(c1ccccc1)c1ccccc1 (configuration not stated),3%,-12,4%,1%,-6%,?,3,-10%,0%,-9%,-1%
Cc1ccc(C)c(NC(=O)c2cc(-c3ccccc3)nn2-c2ccccc2)c1,7%,-7,-21%,0%,-3%,10%,-16,-8%,1%,?,10%
CCN1C(=O)C(CC(=O)Nc2ccc(OC)cc2)N(CCc2ccc(OC)cc2)C1=S (configuration not stated),-13%,-2,?,11%,.,?,13,0%,-11%,?,0%
Cc1c(CCO)c(=O)n2c([nH]c3ccccc32)c1C#N,i,-4,?,3%,.,11%,3,18%,-1%,13%,1%
CC1CN(C(=O)Cn2cnc3c2c(=O)n(C)c(=O)n3C)CC(C)O1 (configuration not stated),2%,-3,-8%,1%,0%,2%,6,-5%,2%,-3%,-1%
COCCn1c(CN2CCN(c3ccc(OC)cc3)CC2)nc2c1c(=O)n(C)c(=O)n2C,0%,-4,15%,9%,1%,-1%,-3,7%,-2%,8%,0%
N#Cc1c(NC(=O)CCC(=O)O)sc2c1CCCC2,0%,-1,-22%,-6%,6%,?,-11,4%,2%,-5%,1%
CCCC(=O)NC(Nc1cc(C(F)(F)F)ccc1Cl)C(Cl)(Cl)Cl (configuration not stated),-8%,6,-17%,2%,15%,11%,-38,4%,-1%,20%,-2%
O=C(Nc1ccsc1C(=O)O)c1ccc(Cl)cc1,10%,-2,-2%,0%,.,?,2,-13%,2%,55%[activator],17%
COc1ccc([N+](=O)[O-])cc1NC(=O)CC(C)c1ccccc1 (configuration not stated),-4%,7,-15%,3%,1%,?,-4,?,2%,5%,-3%
Cc1ccc(S(=O)(=O)N2CCOCC2)cc1C(=O)Nc1c(C)n(C)n(-c2ccccc2)c1=O,7%,-3,6%,-3%,-3%,-1%,-8,-8%,3%,3%,0%
O=C(Nc1ccccc1)c1ccco1,5%,1,-4%,0%,3%,-11%,17,-7%,0%,10%,-2%
CN(CC(=O)Nc1cccc(F)c1)C(=O)CN1C(=O)NC2(CCCCC2)C1=O,2%,-2,-4%,.,.,7%,-1,.,0%,.,-7%
O=C(CCCN1C(=O)/C(=C/c2ccco2)SC1=S)Nc1ccccc1,-1%,-1,5%,0%,15%,-8%,0,17%,0%,?,-1%
CC(OC(=O)c1ccc(S(=O)(=O)N2CCOCC2)cc1)c1ccccc1 (configuration not stated),-4%,-6,14%,.,.,-1%,3,.,-2%,.,6%
CCOC(=O)c1c(-c2ccccc2)csc1NC(=O)CCN1C(=O)c2ccccc2C1=O,3%,-4,-2%,0%,7%,12%,24,?,0%,-16%,12%
COc1cc(/C=C/C(=O)N2CCOCC2)ccc1OCc1ccccc1,-1%,-2,4%,-2%,0%,-1%,21,18%,1%,?,4%
O=S(=O)(c1ccc2c(c1)C(O)c1ccccc1CC2)C(F)(F)F (configuration not stated),-19%,.,-2%,.,.,3%,-17,.,-1%,.,19%
O=C(Nc1ccccc1)c1ccccc1OCc1cccc([N+](=O)[O-])c1,-12%,1,-2%,2%,1%,4%,-13,.,1%,34%[activator],2%
O=C(O)CCC(=O)N1CCN(c2nc3ccccc3s2)CC1,2%,0,7%,0%,-7%,10%,5,-4%,3%,-1%,-5%
COC(=O)CCCC1=CC2=C(c3ccccc3)C(=O)C(C)(OC(=O)C3CCCC3)C(=O)C2=CN1Cc1ccc2c(c1)OCO2 (configuration not stated),-8%,-19,3%,-3%,-5%[11.5 µM],2%,-6,?,-1%,-15%[11.7 µM],-5%
COc1ccc(OC)c(Nc2nc(-c3cccs3)cs2)c1,?,19,-1%,0%,5%,?,-2,?,-2%,?,21%
COc1ccc(CNC(=O)CSc2nnnn2Cc2ccccc2)cc1,2%,-3,-5%,5%,2%,-6%,2,7%,-2%,0%,-5%
CC(C)(C)OC(=O)C[C@@H]1C/C=C\C[C@H](CC(=O)N(CCO)Cc2ccccc2)C(=O)NC[C@H](c2ccccc2)OC1=O,-1%,7,-9%,.,.,?,-12,.,3%,.,.

# Screening data as filed in PubChem.
